Screens: PubChem, several laboratories
rCAG RNA binder – binds r(CAG) RNA repeats; inhibition, % at 3 µM; r(CAG) RNA repeat, TO-PRO-1 dye displacement fluorescence; 370,000 compounds, 1.3% hits; AID 651821;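 active means inhibition above the plate cutoff, the mean of all test compounds on that plate plus 3 SD, cut at about 35% in these data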;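 further: 0% = DMSO alone and 100% = 100 µM mitoxantrone as full dye displacement; higher means more dye released from RNA so lower well fluorescence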
PRMT1 inh – inhibitors of human PRMT1; Q99873; recombinant PRMT1, activity-based probe fluorescence polarization; inhibition, % at 2.79 µM; 370,000 compounds, 1.3% hits; AID 652257;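 active means inhibition above about 21% made by adding two undisclosed values, limit read from the data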
HTRA1 inh – inhibitors of human serine peptidase HTRA1. 340,000 compounds, 0.5% hits. recombinant HTRA1, FP-rhodamine activity-based probe, fluorescence polarization. inhibition, % at 5.96 µM. Q92743; in the data active means inhibition above about 36%;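 further: 0% = enzyme with DMSO and 100% = wells lacking enzyme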
Target sequence (Q92743 whole entry, looked up): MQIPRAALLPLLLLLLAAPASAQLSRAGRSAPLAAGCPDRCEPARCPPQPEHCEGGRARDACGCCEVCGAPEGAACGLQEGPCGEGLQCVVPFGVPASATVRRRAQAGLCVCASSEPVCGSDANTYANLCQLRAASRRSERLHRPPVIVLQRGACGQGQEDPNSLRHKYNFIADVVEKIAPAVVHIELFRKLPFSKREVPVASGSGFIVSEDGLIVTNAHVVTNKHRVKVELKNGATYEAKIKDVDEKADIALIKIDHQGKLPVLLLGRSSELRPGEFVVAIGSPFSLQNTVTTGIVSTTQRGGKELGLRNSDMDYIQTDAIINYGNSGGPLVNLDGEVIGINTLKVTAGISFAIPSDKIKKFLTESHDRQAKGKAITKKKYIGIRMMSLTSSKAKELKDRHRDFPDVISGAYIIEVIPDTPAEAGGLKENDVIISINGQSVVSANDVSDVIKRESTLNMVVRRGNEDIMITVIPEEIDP
LEDGF integ inh – blocks HIV-1 LEDGF/p75-dependent DNA integration | TR-FRET IN-LEDGF/p75 DNA integration, Eu/Cy5 | inhibition, % at 3.7 µM | 370,000 compounds, 0.64% hits;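 active means inhibition above the screen-wide mean plus 3 SD, cut at about 13% in these data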;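 further: signal is the Cy5 over europium emission ratio at 671 and 618 nm; 0% = plate median of compound wells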
UHRF1 binding – human UHRF1 methylated DNA binding inhibitors; 370,000 compounds, 0.75% hits; UHRF1 binding to methylated oligo, TR-FRET; inhibition, % at 4.4 µM; in the data active means inhibition above about 21%;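 further: UHRF1 SRA domain binding a hemimethylated CpG hairpin DNA probe; 0% = median of test compound wells and 100% = reference inhibitor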
TCR CD3 inh – blocks the human TCR-CD3 interaction; TAMRA-labeled TCR probe fluorescence, biochemical; inhibition, % at 9.4 µM; 360,000 compounds, 0.37% hits; AID 651800; in the data active means inhibition above about 19%;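 further: recombinant mutant TCR 2C K166C tagged with TAMRA read by polarization; 0% = receptor in buffer alone and 100% = receptor with positive control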
NR1D1 modulator – Rev-erb alpha (human) modulation; P20393; Rev-erbα–FITC-DNA binding, fluorescence polarization, 90 min; activity, % at 10 µM; 370,000 compounds, 0.79% hits; AID 1259318;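 active means activity above about 14%, limit read from the data; passing the limit was not always enough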;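 further: 0% = DMSO wells with 35 nM protein and 100% = DMSO wells with 750 nM protein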
ABHD4 inh – ABHD4 (mouse) inhibition, primary FP screen. Q8VD66. purified mABHD4, FP-Rh probe fluorescence polarization. inhibition, % at 8.92 µM. 370,000 compounds, 0.54% hits;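 active means inhibition exceeding the mean over every tested compound plus 3 SD, cut at about 30% in these data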;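 further: 0% = plate median of compound wells and 100% = S159A mutant with DMSO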
Target sequence (Q8VD66 whole entry, looked up): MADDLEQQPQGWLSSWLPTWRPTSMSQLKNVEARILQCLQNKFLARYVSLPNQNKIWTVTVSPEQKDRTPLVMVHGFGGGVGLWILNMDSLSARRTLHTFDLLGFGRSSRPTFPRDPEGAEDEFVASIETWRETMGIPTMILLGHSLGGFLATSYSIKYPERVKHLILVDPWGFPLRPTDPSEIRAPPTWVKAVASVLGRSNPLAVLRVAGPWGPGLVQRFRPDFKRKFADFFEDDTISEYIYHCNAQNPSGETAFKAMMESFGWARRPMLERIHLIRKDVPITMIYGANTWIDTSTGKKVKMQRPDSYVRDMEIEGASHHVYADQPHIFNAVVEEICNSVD
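Doses – 8.92 µM, single dose · Material – wild-type mouse ABHD4 protein · Replication – single well per compound (singlicate) · Measure – percent inhibition of probe binding, normalized to plate controls · Schedule – 45 min compound pre-incubation plus 60 min probe step, 25 °C · Detection – fluorescence polarization with parallel and perpendicular emission, 525/598 nm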
PG9 binder – binds the HIV-1 gp120 antibody PG9. AID 624416. 360,000 compounds, 0.43% hits. TR-FRET gp120-PG9 antibody binding. inhibition, % at 6.7 µM; in the data active means inhibition above about 8.5%
MBD2 inh – blocks human MBD2 binding to methylated DNA | Q9UBB5 | TR-FRET, MBD2 binding to methylated oligonucleotide | inhibition, % at 4.4 µM | 370,000 compounds, 0.31% hits | AID 686964; in the data active means inhibition above about 13%
Numbers without * were called inactive; · = not tested or not shown. Not all compounds are listed. The share of hits here may be higher or lower than overall.

nr	Molecule	UHRF1 binding	PG9 binder	MBD2 inh	ABHD4 inh	rCAG RNA binder	HTRA1 inh	LEDGF integ inh	NR1D1 modulator	PRMT1 inh	TCR CD3 inh
1	COc1ccc(S(=O)(=O)NC(C)C(=O)NCCN2CCOCC2)cc1Cl (stereo not given)	-0.2	-1.8	0.4	-1.4	-0.2	-4.0	-0.2	0.2	8.0	-7.1
2	Cc1c(C(=O)OCc2nc3ccsc3c(=O)[nH]2)oc2ccccc12	3.6	-1.6	-1.8	3.8	3.5	0.6	0.2	6.0	2.4	-6.9
3	COCCN(C(=O)CSc1nnc(-c2ccccc2F)o1)c1c(N)n(Cc2ccccc2)c(=O)[nH]c1=O	-0.1	-0.1	-2.5	1.4	0.3	-0.1	1.6	8.2	7.2	-2.2
4	O=C(Nc1ccccc1-c1ccccc1)C12CC3CC(CC(C3)C1)C2	-0.3	0.8	-3.3	-17.6	1.9	-12.9	-1.2	1.7	5.0	5.0
5	CCOC(=O)C1=C(C)N(c2ccc(OCC)cc2)C(=O)/C1=C\c1ccco1	0.8	0.2	0.8	-4.1	1.4	3.6	0.4	-3.2	4.1	0.6
6	COC(=O)N/N=C/c1cc([N+](=O)[O-])cc(Br)c1O	1.4	0.7	-8.6	2.8	7.6	0.4	3.1	5.6	-0.3	4.5
7	C=CCc1ccc(OCCCOc2ccc(C)cc2OC)c(OC)c1	6.0	1.2	8.2	-10.9	5.9	-4.1	1.0	-1.4	4.0	1.2
8	CC(Sc1nnnn1-c1ccccc1)C(=O)Nc1ccccc1-c1ccccc1 (stereo not given)	-1.2	-2.3	-0.7	-11.8	-4.2	-16.0	-2.4	-3.1	0.1	4.0
9	CCCCOc1ccc(C(=O)Nc2ccc(S(=O)(=O)Nc3onc(C)c3C)cc2)cc1	-0.1	-1.2	-3.6	-2.0	77.2*	-1.9	0.5	-0.1	-0.1	12.4
10	CCCC(=O)Nc1nnc(S(=O)(=O)N(CC)c2ccc(OC)cc2)s1	0.3	2.7	3.2	-8.8	0.9	10.6	2.7	-3.7	3.8	-4.0
11	CC(C)(C)C(=O)Nc1ccc(C(=O)N/N=C/C2CC3C=CC2C3)cc1 (stereo not given)	10.4	1.8	2.7	-15.5	3.6	-11.1	-3.2	2.9	2.8	-5.8
12	Cn1c(N)c(C(=O)c2ccccc2)c(=O)n(C)c1=O	-0.2	-1.1	3.7	1.2	-1.5	3.8	-1.3	-0.3	-1.0	10.2

Some of the entries above, reformatted.
#10 CCCC(=O)Nc1nnc(S(=O)(=O)N(CC)c2ccc(OC)cc2)s1
#11 CC(C)(C)C(=O)Nc1ccc(C(=O)N/N=C/C2CC3C=CC2C3)cc1 (stereo not given)
Screen / compound no.	10	11
UHRF1 binding	0.3	10.4
PG9 binder	2.7	1.8
MBD2 inh	3.2	2.7
ABHD4 inh	-8.8	-15.5
rCAG RNA binder	0.9	3.6
HTRA1 inh	10.6	-11.1
LEDGF integ inh	2.7	-3.2
NR1D1 modulator	-3.7	2.9
PRMT1 inh	3.8	2.8
TCR CD3 inh	-4.0	-5.8

Remaining list, next part:
nr	Molecule	UHRF1 binding	PG9 binder	MBD2 inh	ABHD4 inh	rCAG RNA binder	HTRA1 inh	LEDGF integ inh	NR1D1 modulator	PRMT1 inh	TCR CD3 inh
13	O=C(NCC(=O)N(c1ccc(F)cc1)C(C(=O)NC1CCCC1)c1ccncc1)c1ccco1 (stereo not given)	14.0	-0.9	4.0	4.2	-0.2	-4.6	-1.7	-3.1	1.3	4.5
14	CCOc1cc(N2CCOCC2)c(OCC)cc1NC(=O)C(C)C	-0.2	-3.7	1.6	-10.4	-8.2	-3.0	-6.7	1.5	1.4	1.3
15	Cc1cccc(NC(=O)Cn2nnc(-c3ccccc3F)n2)c1C	0.1	·	-0.9	0.7	4.1	·	5.5	-5.9	-2.6	·
16	C[C@]12c3[nH]c4ccc(Cl)cc4c3CCN1C(=O)[C@@H](CC(=O)NCc1cccc(C(F)(F)F)c1)C[C@@H]2C(=O)N1CCCCC1	-1.9	-1.4	-1.1	-0.4	4.5	-1.5	2.1	2.9	-3.3	-3.0
17	Oc1ccc2ccccc2c1CN1CCN(C/C=C/c2ccccc2)CC1	3.2	0.7	-4.7	2.8	-4.8	-4.3	1.1	-2.8	7.2	-10.7
18	O=C(Nc1ccc(Cl)c(Cl)c1)Nc1ccccn1	-2.1	-0.8	-0.9	-7.0	3.9	-1.0	0.1	0.5	-0.8	-5.4
19	COc1ccccc1N(C)S(=O)(=O)c1ccc(C(=O)OCC(=O)Nc2ccc(C(N)=O)cc2)cc1	0.5	-0.5	-2.6	-8.7	4.9	-11.2	0.2	1.1	4.0	7.4
20	COCCCn1cc(CN2CC(N3CCN(C)CC3)CS2(=O)=O)nn1 (stereo not given)	19.6	1.2	13.5*	0.0	1.1	·	-1.8	2.1	-2.1	4.7
21	Cc1cccc(NC(=S)NNC(=O)c2ccccc2OC(F)F)c1	-0.8	-3.9	0.5	2.9	6.3	2.7	-1.6	-0.9	-1.6	3.0
22	COc1ccc(CN(C)C(=O)c2cccc(S(=O)(=O)N3CCN(c4ccccc4)CC3)c2)c(OC)c1OC	-0.5	-0.6	3.9	2.9	-2.4	-3.7	-1.6	3.7	-1.4	3.3
23	Cc1cc(S(=O)(=O)NCCN2CCOCC2)ccc1Cl	-1.6	-0.7	1.4	0.2	-3.6	2.6	4.8	-0.5	-4.0	8.9
24	COC(=O)c1nccnc1C(=O)Nc1ccccc1N1CCOCC1	1.8	0.0	0.2	-2.6	-3.8	2.4	-8.6	-3.0	0.5	-6.0
25	O=C(O)/C=C\C(=O)Nc1ccccc1N1CCN(c2ccccc2)CC1	-1.3	-0.2	-0.7	-1.0	4.9	-5.4	-1.0	-1.3	-1.4	-4.7
26	COCC(=O)Nc1ccccc1NC(C)=O	-1.2	-1.5	-0.5	2.6	2.1	5.2	1.4	-0.8	-0.2	-0.2
27	CCC1CN(C(=O)N2CCC(C(=O)NCc3cccc(OC)c3OC)CC2)c2cc(C)ccc2O1 (stereo not given)	2.2	-2.8	-2.1	-1.2	-9.6	-2.1	0.4	-2.4	0.2	5.3
28	CC(=O)NC(Cc1ccc(C)cc1)C(=O)NC1CCN(C(=O)NCc2ccccc2)CC1 (stereo not given)	0.9	0.3	5.9	1.9	-5.8	0.0	-3.2	-5.6	0.2	-2.3
29	O=C(NCCCN1CCOCC1)c1ccc(Sc2ccc(F)cc2)c([N+](=O)[O-])c1	0.6	2.4	-2.8	13.5	-6.0	-6.2	-2.5	-6.3	-4.4	2.3
30	COc1ccc(OCc2cc(C(=O)N3CCC(c4ccccc4)CC3)no2)c(Cl)c1	0.1	-0.9	3.7	1.9	-3.2	-5.1	0.6	-0.7	2.1	4.2
31	Cc1c(C(=O)Nc2ccccc2F)sc2ncn(CC(=O)N3CCOCC3)c(=O)c12	-1.4	-0.5	-3.5	0.5	-1.7	-0.9	2.9	-4.7	-1.1	4.1
32	CC1=CC(=O)C(C(C)C)=CC1=NC(=O)c1ccc(C)cc1	1.8	1.9	-2.3	-10.5	3.0	-0.5	7.5	-3.6	0.2	-3.2
33	COc1ccccc1-c1nc2ccccc2c(=O)n1O	1.6	2.2	5.0	10.0	1.6	5.5	0.7	-3.1	3.6	-3.5
34	CC1CCN(CCCNC(=O)C2CCC(CNS(=O)(=O)c3ccccc3)CC2)CC1 (stereo not given)	-1.7	2.0	1.8	4.3	-5.1	1.6	-0.9	-1.5	2.7	-3.7
35	O=C(O)c1cc2nc(-c3cccs3)cc(C(F)(F)F)n2n1	1.2	-1.4	-7.6	0.2	2.0	1.4	-0.5	-20.1	-1.3	3.3
36	Cc1occc1C(=O)NC(C)CCc1ccccc1 (stereo not given)	-1.2	1.0	4.0	-0.7	3.2	-3.5	0.8	-8.7	0.3	7.3
37	N#Cc1cnc(NOCc2ccc(Cl)cc2)nc1	1.1	-0.5	1.1	1.3	-2.8	-4.3	1.1	-0.1	-6.2	5.8
38	CC(C)C1C(C#N)=C(N)Oc2n[nH]c(C(C)(C)C)c21 (stereo not given)	0.1	-0.9	-1.8	5.3	-5.5	5.4	1.2	7.8	1.5	4.9
39	Cc1ccc(OCCC(=O)NNC(=O)c2ccccc2F)cc1	-1.8	-1.1	5.0	9.8	-0.1	5.2	-6.5	-0.7	3.7	-9.0
40	Nc1ccccc1C(=O)N1CCc2ccccc21	2.4	3.9	1.3	-2.8	1.5	2.7	2.8	0.4	2.8	0.8
41	COc1cccc(/C=N/NC(=O)c2cnccn2)c1OC	-0.8	-2.8	0.3	10.0	-2.9	10.0	-2.6	2.5	-5.1	0.8
42	O=C(Nc1ccc(-c2nnc(-c3ccccc3)o2)cc1)C1CCCO1 (stereo not given)	-0.4	-1.1	0.7	7.4	-1.4	-4.1	-2.8	1.6	-0.1	-2.3
43	Cc1ccc2[nH]c(=O)c(CC=C(Cl)Cl)c(C)c2c1	1.2	-1.4	-3.9	1.2	1.6	1.5	-0.3	-3.2	1.4	7.8
44	c1ccc(-c2cc(-c3ccc(N4CCOCC4)cc3)nc3ccccc23)cc1	7.5	0.2	0.9	1.0	3.2	2.9	3.7	-7.9	3.0	-2.2
45	O=C(NCCC(=O)N1CCC2(CC1)NCCc1[nH]cnc12)c1cccc(C(F)(F)F)c1	-1.5	0.7	0.0	2.1	-2.5	5.3	-1.9	-5.7	0.8	-3.1
46	CSc1nc2c(c(=O)n1-c1ccccc1)SCC2	2.6	0.0	3.4	2.4	-3.1	5.4	1.6	0.2	1.1	2.0
47	COc1ccc(NC(=O)c2sc(=O)n(Cc3ccc(SC)cc3)c2C)cc1OC	-0.3	-1.6	-0.5	-2.6	0.5	·	-3.9	-2.1	0.0	6.9
48	COc1cccc(/C=C2/C(=O)NN(c3ccc(F)cc3)C2=O)c1	-0.4	0.4	-3.8	12.7	10.2	-4.6	-1.1	-2.0	9.8	-9.4
49	CCn1c(=NC(=O)CSC(C)=O)sc2cc(F)ccc21	-2.0	-1.3	0.9	1.4	-2.2	2.0	-1.8	-6.8	2.9	-1.6
50	Cc1ccc(S(=O)(=O)N(C)CC(=O)Nc2cccnc2)cc1	-1.2	-1.6	0.9	0.1	-0.9	4.8	1.6	-4.0	1.2	9.1
